Compound activity from PubChem.
ERK EGF inh: blocks ERK signaling stimulated by EGF; HEK293-V1b, EGF-stimulated phospho-ERK AlphaScreen; Potency, µM (titrated, usually from 11.5 µM), inactives show at the highest dose activity change, negative = inhibition, usual class: inhibitors; 130,000 tested, 0.41% active; AID 1454; active = well fitted inhibition curve with a large enough effect; inconclusive = small, poorly fitted or top-dose-only effect, or effect the other way;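 also: plate controls were stimulated vehicle wells for no effect and unstimulated vehicle basal for full effect; nearly all actives have a fitted effect of over 55% in size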
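Stably V1b-transfected HEK293 cells; 30 min compound, then EGF 25 nM final for 5 min at 37C; 10 min lysis; phospho-ERK by AlphaScreen after 5 hr beads at room temperature.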
An asterisk follows results filed as active; ? = inconclusive; & = joins results of further samples; [ ] = remark or other dose. Potency is read from the fitted curve at half-maximal effect.

SMILES	ERK EGF inh
O=C(c1cc(Cl)ccc1[N+](=O)[O-])n1cnc2ccccc21	4%
O=C(Nc1ccc2c(c1)OCCO2)C(=S)NCc1ccccc1	-7%
CC(=O)c1ccc(-c2ccc(C(=O)N3CCN(c4ccc(F)cc4)CC3)o2)cc1	?
CCNC(=O)CC1C(=O)N(c2ccc(F)cc2)C(=O)N1Cc1cccs1 (configuration not stated)	-4%
O=C(CSCc1c(F)cccc1Cl)Nc1ccccc1C(=O)N1CCOCC1	-11%
O=C(NC[C@H](O)c1ccccc1)c1ccccc1	-3%
Cc1nc([N+](=O)[O-])cn1CCC#N	-2%[57.5 µM]
CC1CC(C)CN(c2cc(N(C)CCO)c([N+](=O)[O-])c3nonc23)C1 (configuration not stated)	-1%
Cc1ccc(CCSc2ccc(F)cc2)cn1	-1%[57.5 µM]
COCC(C)NC(=O)Cc1ccc(Cl)cc1 (configuration not stated)	0%[57.5 µM]
CCOC(=O)c1c(NC(=O)CSc2nc3cc(Cl)ccc3s2)sc(C(C)=O)c1C	6%
CCC(C)NC(=O)CN(c1cc(Cl)ccc1OC)S(C)(=O)=O (configuration not stated)	-1%
COc1cc2ccccc2nn1	-3%[57.5 µM]
Cn1c(SCC(=O)NCc2ccccc2)nc2c([nH]c3ccccc32)c1=O	-7%
OCCC1CN(Cc2cccn2-c2ncccn2)CCN1Cc1ccccc1 (configuration not stated)	5%
O=C(O)C1CCCN1C(=O)Nc1ccc(Cl)cc1 (configuration not stated)	-31%
CCOc1cc(C2C3=C(CCCC3=O)OC3=C2C(=O)CCC3)cc([N+](=O)[O-])c1O	-12%
COCCOC(=O)C1=C(C)NC(=S)NC1c1cccs1 (configuration not stated)	-2%
Nc1ncnc2c1nc(Br)n2[C@H]1O[C@H]2COP(=O)(O)O[C@H]2[C@@H]1O	5%
c1cnc(-c2noc(CN3CCN(C4CCCC4)CC3)n2)cn1	-17%
O=C(c1ccccc1)c1ccccc1N1C(=O)C=CC1=O	7%[57.5 µM]
Clc1ccc(CNc2ccc(CNc3ncn[nH]3)cc2)c(Cl)c1	-6%[57.5 µM]
CC1CCCCC1NC(=O)CSc1ccc([N+](=O)[O-])cc1 (configuration not stated)	14%[57.5 µM]
CC(Cl)C(=O)Nc1cc(C(C)(C)C)nn1-c1ccccc1 (configuration not stated)	-17%
CCOc1cc(NS(=O)(=O)c2ccc(OC)cc2)c(OCC)cc1NC(C)=O	-7%
CCN1CCN(CCNC(=O)c2ccc(/C=C3/Sc4ccccc4N(Cc4cccc(Cl)c4)C3=O)cc2)CC1	-2%
COc1ccc2[nH]c(C)c(C(=O)CN(C)CC3OCCO3)c2c1	-2%[57.5 µM]
COc1ccc2c(c1)O[C@@H](c1ccc3c(c1)OCO3)[C@H](OC(=O)NCCOc1ccccc1)C2=O	-8%
C#CCNC(=O)C1=C[C@H](c2cn(C(C)=O)c3ccccc23)C[C@H](OCc2ccc(CO)cc2)O1	-14%[57.5 µM]
O=C(CCc1ccc(O)c(O)c1)NNC(=S)Nc1ccc(Br)cc1Cl	-8%
Oc1ccccc1-n1c(-c2ccccc2)ccc1-c1ccccc1	?
CC(OC(=O)c1oc2ccccc2c1CSC1CCCCC1)C(=O)NC(N)=O (configuration not stated)	6%
Nc1ccc(/C=C/c2ccc3ncccc3c2)cc1	-2%[57.5 µM]
CCCc1nn(C)c(C(=O)Nc2cccc(Cl)c2)c1Cl	-9%
CCC(C)N=C1Sc2nc3ccc(C)cc3cc2CN1CCOC (configuration not stated)	-6%
CCOc1ccccc1NC(=O)CNC(=O)Cc1ccccc1	-4%
O=C(Cn1ncc(Cl)c(Cl)c1=O)N1CCN(Cc2ccccc2)CC1	-4%
Cc1onc(-c2c(Cl)cccc2Cl)c1C(=O)c1ccccc1	-14%[57.5 µM]
CC(NCC(O)COC1CCC(C(C)(C)C)CC1)c1ccccc1 (configuration not stated)	1%
COC(=O)c1cc(C)nc(Sc2ccccc2N)n1	-10%[57.5 µM]
Nc1c(C(=O)c2ccccc2)sc2nsc(SCCN3CCCC3)c12	13%[57.5 µM]
Cc1cccnc1NC(=O)C1c2ccccc2Oc2ccccc21	19%
COc1ccc(N2CCN(C(=O)COCC(=O)O)CC2)cc1	0%
CC1CCCCC1NC(=O)c1ccc(S(=O)(=O)NNC(=O)c2ccncc2)cc1 (configuration not stated)	-7%[57.5 µM]
N[C@H](C(=O)O)[C@@H]1C[C@@H]1C(=O)O	-8%&6%
CC(C)(C)NC(=O)C(c1cccs1)N(Cc1ccc(F)cc1)C(=O)c1csnn1 (configuration not stated)	-7%[57.5 µM]
O=C(O)CCC(=O)Nc1ccc(C(=O)OCC(=O)c2ccc(Cl)cc2Cl)cc1	-5%
CCOC(=O)C1=C(CC)Nc2ccccc2N=C1NC(=O)c1ccc(OC)c(S(=O)(=O)N2CCCCC2C)c1 (configuration not stated)	-1%
CCNCc1nc2cc(Cl)ccc2c(=O)[nH]1	-1%[57.5 µM]
Cc1ccc(SCCC(=O)NCc2ccccn2)cc1	-2%
COc1ccc(N2CCN(C(c3cccs3)C(C)NC(=O)c3ccco3)CC2)cc1 (configuration not stated)	3%
NC(=O)CNCCC(c1ccccc1)c1ccccc1	0%&1%
COc1ccc(NC(C)C(=O)N/N=C/c2cc(Br)ccc2OC)cc1 (configuration not stated)	-10%
C/C(=N\NC(=S)Nc1ccc(F)cc1)c1ccc2c(c1)OCCO2	?
O=C(COc1c(Cl)cccc1Cl)NN1C(=O)CSC1=S	-1%
O=C(O)CC1COc2ccccc2N1C(=O)c1ccccc1Cl (configuration not stated)	-3%
CCCCNC(=O)N(c1c(N)n(Cc2ccccc2)c(=O)[nH]c1=O)C1CCCC1	3%
Clc1ccc(-c2nnc(SCc3nc4ccccc4[nH]3)o2)c(Cl)c1	?
CCC(Oc1ccccc1)C(=O)NC1C(=O)N2C1SC(C)(C)C2C(=O)O (configuration not stated)	3%
O=C(O)C1CCCCC1C(=O)NCc1ccccn1 (configuration not stated)	10%

In the list so far, these have a thiophene ring, fused or not:
SMILES	ERK EGF inh
CCNC(=O)CC1C(=O)N(c2ccc(F)cc2)C(=O)N1Cc1cccs1 (configuration not stated)	-4%
CCOC(=O)c1c(NC(=O)CSc2nc3cc(Cl)ccc3s2)sc(C(C)=O)c1C	6%
COCCOC(=O)C1=C(C)NC(=S)NC1c1cccs1 (configuration not stated)	-2%
Nc1c(C(=O)c2ccccc2)sc2nsc(SCCN3CCCC3)c12	13%[57.5 µM]
CC(C)(C)NC(=O)C(c1cccs1)N(Cc1ccc(F)cc1)C(=O)c1csnn1 (configuration not stated)	-7%[57.5 µM]
COc1ccc(N2CCN(C(c3cccs3)C(C)NC(=O)c3ccco3)CC2)cc1 (configuration not stated)	3%

Following part.
SMILES	ERK EGF inh
O=S(=O)(O)c1nc2ccccc2[nH]1	-11%[57.5 µM]
COc1cc(C)ccc1N(CCCN1C(=O)c2cccc3cccc(c23)C1=O)C(=O)c1cccs1	-8%
Cc1cc2c3c(c1)C1(C(=O)N3C(C)(C)CC2C)C(C#N)=C(N)OC2=C1C(=O)CC(C)(C)C2 (configuration not stated)	10%
COc1ccccc1Nc1nc(NCc2ccco2)nc(N)c1[N+](=O)[O-]	12%[57.5 µM]
Cc1ccc(SCCC(=O)NC(C)C)cc1	-2%
CN1CCN(c2ccc(NC(=O)c3cccs3)cc2)CC1	-10%
O=C(Oc1c(-c2ccccc2)c(=O)n2c3c(cccc13)CC2)c1ccccc1	1%[57.5 µM]
CCCCC#Cc1cncc(C(=O)NN)c1	-5%[57.5 µM]
CC1Cc2cc(/C=C3/SC(N4CCC(C(N)=O)CC4)=NC3=O)ccc2O1 (configuration not stated)	-2%[57.5 µM]
COc1cc(NS(=O)(=O)c2ccc(NC(=S)NC(=O)c3sc4cc(F)ccc4c3Cl)cc2)nc(OC)n1	9%
NC(=S)N/N=C/c1ccccc1	-1%
CC1Cc2cccc3c(O)c(C(=O)c4nn[nH]n4)c(=O)n1c23 (configuration not stated)	-5%
O=[N+]([O-])c1ccc(-n2cnc3ccccc32)c([N+](=O)[O-])c1	0%[57.5 µM]
O=C1CC(c2ccco2)Cc2c1cnn2-c1nc2ccccc2s1 (configuration not stated)	2%
Cc1ccc(CSc2ncnc3c2cnn3-c2ccc(C)cc2)cc1	-3%
Nc1c(Cl)ncnc1NCCO	0%[57.5 µM]
COc1ccc(-n2c(SCC(=O)C(C)(C)C)nc3ccsc3c2=O)cc1	-3%
NCCCCCCCCCCNS(=O)(=O)c1cccc2c(Cl)cccc12	-10%
CCC(C)NC(=O)c1ccccc1NC(=O)c1ccccc1N(C)S(C)(=O)=O (configuration not stated)	11%
CCc1ccc2oc(C(=O)NCc3ccc(S(N)(=O)=O)cc3)c(C)c2c1	-7%
COC(=O)C(C)c1ccc(C(=O)c2cccs2)cc1 (configuration not stated)	-2%
CCOC(=O)c1c(NC(=O)CCNCc2ccco2)sc2c1CCC2	11%[57.5 µM]
Oc1ccccc1/C=N/Nc1ccccc1	-4%
NC(=S)Cc1ccc(Cl)cc1Cl	-7%[57.5 µM]

Pulled by structure from above (6):
SMILES	ERK EGF inh
Oc1ccccc1/C=N/Nc1ccccc1	-4%
O=C1CC(c2ccco2)Cc2c1cnn2-c1nc2ccccc2s1 (configuration not stated)	2%
COc1ccc(-n2c(SCC(=O)C(C)(C)C)nc3ccsc3c2=O)cc1	-3%
COC(=O)C(C)c1ccc(C(=O)c2cccs2)cc1 (configuration not stated)	-2%
CCOC(=O)c1c(NC(=O)CCNCc2ccco2)sc2c1CCC2	11%[57.5 µM]
Nc1c(Cl)ncnc1NCCO	0%[57.5 µM]

Other structures follow:
SMILES	ERK EGF inh
CNC(=O)c1c(NC(=O)c2ccc(S(=O)(=O)N3CCCc4ccccc43)cc2)sc2c1CCN(C)C2	9%[57.5 µM]
S=C(c1ccc[nH]1)N1CCOCC1	4%
CC(C)(C)NC(=O)COC(=O)c1ccc(Cl)c(S(N)(=O)=O)c1	5%
C=CCN1C(=O)SC(Cc2cccc(OC)c2O)C1=O (configuration not stated)	-7%
NC(=O)[C@H]1CC2(CC(c3cccc(NC(=O)CC(c4ccccc4)c4ccccc4)c3)=NO2)CN1C(=O)C(c1ccccc1)c1ccccc1 (some centres not stated)	-6%[57.5 µM]
O=C1C(c2cc(=O)c3ccccc3[nH]2)=C(O)c2ccccc21	14%
CC(C)CCNC(=O)c1sc2ccc(S(=O)(=O)N3CCCCC3)cc2c1N	6%
O=C(Nc1ccccc1)c1ccc(COc2ccccc2)cc1	1%
CC(Sc1nc2ccccc2s1)C(=O)c1c(N)n(C)c(=O)n(C)c1=O (configuration not stated)	?
CCNc1nc(Cl)nc(NNC(=O)C(C)Oc2ccccc2)n1 (configuration not stated)	0%
O=C(OCc1csc(Nc2ccccc2)n1)c1ccc(Cl)cc1	-2%
COc1ccc(OCC(=O)Nc2ccc(S(=O)(=O)Nc3nc(C)cc(C)n3)cc2)cc1	-2%
C=C1c2c(Cl)ccc(O)c2C(O)=C2C(=O)[C@]3(O)C(O)=C(C(N)=O)C(=O)C(N(C)C)C3C(O)C12 (some centres not stated)	17%
Cc1c(C(=O)N/N=C/c2ccccc2)[nH]c2ccc(Cl)cc12	-1%
COC(=O)c1ccc(CSc2cc(C)c3ccccc3n2)o1	10%
CCOc1cc(/C=C2/SC(=S)NC2=O)ccc1OC(=O)c1ccco1	-6%
O=C(c1cccc(F)c1)N1CCC2(CCCN(c3ccncc3)C2)CC1	8%
Cn1c(=O)c2c(ncn2CC(=O)OCC(=O)Nc2ccc(Cl)cc2)n(C)c1=O	-9%
CC(C)COC(=O)c1ccccc1N1C(=O)C2C3CCC(C3)C2C1=O (configuration not stated)	4%
COc1ccc(NCC(=O)N/N=C/c2cc([N+](=O)[O-])ccc2N2CCCC2)cc1	4%
Nc1nonc1-n1nnc(C(=O)N/N=C/C2CC=CCC2)c1CSc1ccccc1 (configuration not stated)	-15%[57.5 µM]
CC(C)(C)c1ccc(NC(=O)N2CCCN(c3ccc([N+](=O)[O-])cn3)CC2)cc1	1%[57.5 µM]
CC(=O)NC(Cc1ccccc1)C(=O)OCC(=O)c1ccc(Br)cc1 (configuration not stated)	4%
O=C(NCc1ccco1)C1CCCN(S(=O)(=O)c2ccc(Br)cc2)C1 (configuration not stated)	-2%
CC(c1ccccc1)n1c(SCC(=O)N2CC(=O)Nc3ccccc32)nc2ccccc2c1=O (configuration not stated)	-1%
CCOc1cc(C2c3c(-c4ccccc4)n[nH]c3C(=O)N2c2ccc(C(=O)O)cc2)ccc1O (configuration not stated)	-3%
CCCNC1=C(N(C(C)=O)c2cccc(F)c2)C(=O)c2ccccc2C1=O	-5%
O=C(OCc1ccc(Br)cc1)c1ccncc1	-14%
CC(C)(C)c1ccc(C(=O)OC/C(O)=C(\C#N)c2nc3ccccc3s2)cc1	-8%
Cc1cc(C)cc(NC(=S)NCc2ccc(S(N)(=O)=O)cc2)c1	-3%
COCCNC(=S)NN(c1ccccc1)c1ccccc1	-4%
c1ccc2c(c1)ncn2CCOCCOCCn1cnc2ccccc21	17%
C/C(=N\NC(=O)c1ccccn1)c1ccc(C(=O)O)s1	2%

The list is partial; count on the stated rates, not on these rows.
